HKDC1 inh = HKDC1 hexokinase inhibitors, primary screen, biochemical, fluorescence, uHTS; inhibition, % at 20 µM; 340,000 compounds, 0.16% hits; recombinant HKDC1, G6PDH/diaphorase resazurin coupled fluorescence; AID 493160, 2011; Q2TB90;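 active = inhibition above about 35% when tested at 20 µM, limit read from the data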;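 also: plate controls were DMSO wells with enzyme for no effect and DMSO wells lacking enzyme for full effect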
Target sequence (Q2TB90 whole entry, looked up): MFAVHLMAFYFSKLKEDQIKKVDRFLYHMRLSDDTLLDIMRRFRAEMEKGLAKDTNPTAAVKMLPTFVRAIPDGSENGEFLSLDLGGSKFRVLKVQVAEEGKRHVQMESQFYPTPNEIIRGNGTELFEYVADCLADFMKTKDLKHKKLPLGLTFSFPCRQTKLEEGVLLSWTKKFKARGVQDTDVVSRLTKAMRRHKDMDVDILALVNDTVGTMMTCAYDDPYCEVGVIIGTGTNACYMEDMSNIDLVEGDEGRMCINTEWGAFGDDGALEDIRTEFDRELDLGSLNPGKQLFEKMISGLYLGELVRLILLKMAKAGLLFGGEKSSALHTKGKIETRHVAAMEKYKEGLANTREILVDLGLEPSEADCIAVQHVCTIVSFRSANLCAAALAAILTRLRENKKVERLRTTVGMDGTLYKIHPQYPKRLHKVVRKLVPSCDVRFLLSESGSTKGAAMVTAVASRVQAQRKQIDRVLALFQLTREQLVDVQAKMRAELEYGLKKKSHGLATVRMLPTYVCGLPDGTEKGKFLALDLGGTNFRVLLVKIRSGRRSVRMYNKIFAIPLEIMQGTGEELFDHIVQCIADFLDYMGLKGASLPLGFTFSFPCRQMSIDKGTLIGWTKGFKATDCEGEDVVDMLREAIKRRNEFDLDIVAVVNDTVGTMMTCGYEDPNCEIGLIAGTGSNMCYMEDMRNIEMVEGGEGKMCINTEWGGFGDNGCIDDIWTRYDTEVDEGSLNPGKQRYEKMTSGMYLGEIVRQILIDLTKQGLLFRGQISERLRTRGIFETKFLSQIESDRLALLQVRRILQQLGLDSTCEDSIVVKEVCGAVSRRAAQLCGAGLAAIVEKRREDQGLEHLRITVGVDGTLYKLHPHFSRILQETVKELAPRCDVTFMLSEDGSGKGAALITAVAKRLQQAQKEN
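Test system: Recombinant HKDC1 (HK5) hexokinase enzyme, produced in-house | Input: HKDC1 at 5 µg/mL | Buffer or medium: Tris pH 8.0 buffer with MgCl2, Tween-20, BSA, BME | Schedule: 90 min reaction incubation at room temperature, dark | Technique: Resazurin-to-resorufin fluorescence via G6PDH and diaphorase coupling, 525/613 nm | Controls: DMSO wells with and without enzyme mix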
hIAP act = human IAP activators, primary screen, biochemical, luminescence, uHTS; 330,000 compounds, 0.16% hits; purified human IAP, CDP-Star luminescence, 30 min; stronger effect = higher value; 1 = vehicle-only enzyme, 0 = enzyme-free background; Intestinal-type alkaline phosphatase (Homo sapiens), P09923; activation factor at 10 µM;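 active = activation factor of the enzyme at least 2-fold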; also: the source names both 10 and 20 µM as test concentration; values of inactives mirror those of a sister screen read the other way
mIAP inh = inhibitors of mouse IAP, primary screen, biochemical, luminescence, uHTS; intestinal alkaline phosphatase [Mus musculus]; purified mouse IAP, CDP-Star luminescence, 30 min; inhibition, % at 10 µM; 330,000 compounds, 0.2% hits; AID 2806, 2010;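 active = inhibition of at least 40% at 10 µM in the primary screen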;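 also: plate controls were DMSO with enzyme for no effect and no enzyme wells for full effect; values of inactives mirror those of a sister screen read the other way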
PfGluPho inh = PfG6PD enzyme inhibitors, primary screen, biochemical, fluorescence intensity, uHTS. AID 504690, 2011. PfGluPho enzyme, NADPH resazurin-diaphorase fluorescence. 350,000 compounds, 0.78% hits. glucose-6-phosphate dehydrogenase-6-phosphogluconolactonase (Plasmodium falciparum 3D7). inhibition, % at 20 µM;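 active = inhibition reaching at least a set limit at 20 µM in the primary screen, cut at about 59% in these data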;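 also: 0% = DMSO wells with substrate and 100% = DMSO wells lacking glucose-6-phosphate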
hIAP inh = human IAP inhibitors, primary screen, biochemical, luminescence, uHTS. 330,000 compounds, 0.12% hits. purified IAP, CDP-Star luminescence, 30 min. Intestinal-type alkaline phosphatase (Homo sapiens), P09923. AID 2544, 2010. inhibition, % at 10 µM;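 active = inhibition reaching a set limit with compound at 10 µM in the primary screen, cut at about 35% in these data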;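 also: plate controls were DMSO wells with enzyme for no effect and no-enzyme buffer wells for full effect; values of inactives mirror those of a sister screen read the other way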
ATG4B inhibitor = ATG4B protease inhibitors, primary screen, biochemical, fluorescence, uHTS; inhibition, % at 8.33 µM; 340,000 compounds, 0.51% hits; ATG4B cleavage of LC3-PLA2, NBD-HPC fluorescence, 1 h; Cysteine protease ATG4B (Homo sapiens), Q9Y4P1; AID 504462, 2011; in the data active = inhibition above about 40%
A3A deaminase = APOBEC3A ssDNA deaminase inhibitors, primary screen, selectivity assay for APOBEC3G inhibitor project, biochemical, FAM/TAMRA oligo cleavage fluorescence; DNA dC->dU-editing enzyme APOBEC-3A (Homo sapiens), P31941; recombinant A3A, FAM/TAMRA ssDNA deamination fluorescence; inhibition, % at 20 µM; 330,000 compounds, 0.41% hits; AID 493011, 2011;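 active = at least 40% inhibition at 20 µM here, with at most 30% in a related deaminase screen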;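 also: plate controls were A3A with DMSO for no effect and wells lacking A3A enzyme for full effect; some results filed as inactive read as strong as hits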
mIAP activ = activators of mouse IAP, primary screen, biochemical, luminescence, uHTS; intestinal alkaline phosphatase [Mus musculus]; muIAP, CDP-Star luminescence, 30 min; stronger effect = higher value; 1 = vehicle-only enzyme signal, 0 = enzyme-free wells; activation factor at 10 µM; 330,000 compounds, 0.24% hits; AID 2805, 2010;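 active = activation factor of at least 2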; also: the source names both 10 and 20 µM as test concentration; values of inactives mirror those of a sister screen read the other way
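System: Mouse IAP enzyme | Also added: CDP-Star substrate | Dosing: Compounds dispensed in DMSO | Schedule: 30 min enzyme-substrate-compound incubation at room temperature | Technique: Chemiluminescence readout | Control set: DMSO-only wells and no-enzyme negative control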
Starred values were filed as active, the others as inactive; i = inactive.

SMILES	HKDC1 inh	hIAP act	mIAP inh	PfGluPho inh	hIAP inh	ATG4B inhibitor	A3A deaminase	mIAP activ
O=c1ccc2c(-c3ccccc3)c3ccc(O)cc3oc-2c1	19	0.86	19	-24	14	i	-36	0.81
N#C/C(=C\c1ccccc1)C(=O)NC1CC1	1	1	-3	-1	-3	-3	-1	1
Cc1cccc(C(=O)NCCNC(=O)c2cccc(C)c2)c1	0	0.96	-1	-6	4	0	-2	1
CC12CCC(=O)N1C(C(=O)O)Cc1c2[nH]c2ccccc12 (configuration not stated)	1	0.91	-8	-8	10	-3	-3	1.1
COc1ccc(N=Cc2c(O)[nH]c3ccccc23)cc1	2	1.2	3	-8	-16	-17	-4	0.97
COc1cccc(-c2nc(CSCC(=O)N3CCc4ccccc43)c(C)o2)c1	-2	0.8	5	7	20	5	1	0.95
CCN(CC)c1ccc(C(=O)n2cnc3ccccc32)cc1	4	1.2	-1	16	-16	2	-6	1
CCCCn1cc([N+](=O)[O-])nc1C	-2	0.91	-14	-12	9	0	1	1.1
CC(C)CCN1CCNC(=O)C1CC(=O)N(C)CCCN1CCOCC1 (configuration not stated)	-7	1.2	-1	-1	-20	-1	0	1
CCN(CC)CCN1C(=O)C(=O)/C(=C(/O)c2ccc(OC(C)C)cc2)C1c1ccncc1 (configuration not stated)	-3	1.1	0	-3	-9	-6	-5	0.99
CCOC(=O)c1ccccc1NC(=O)COC(=O)CCC(=O)c1ccc(C)cc1	5	1	5	-3	-2	-1	3	0.95
O=C(Nc1ccc(N2CCN(C(=O)c3ccco3)CC2)cc1)c1ccccc1Br	-4	1.3	-8	-4	-30	0	-3	1.1
O=C(CN1C(=O)CSC1=O)NCc1ccccc1	-2	1.1	0	0	-13	-14	-4	1
COC(=O)c1[nH]c2c(c1C)C(=O)CC(c1ccccc1)C2 (configuration not stated)	-8	1.2	-5	-1	-18	-2	3	1
CN(C)S(=O)(=O)c1cccc(NC(=O)CSc2nncn2-c2ccccc2)c1	6	0.81	0	4	19	-4	4	1
CCOc1ccccc1NC(=S)NCCc1ccc(F)cc1	-8	0.88	-20	21	12	2	-7	1.2
O=C(CSc1ccsc1[N+](=O)[O-])NCCc1ccccc1	-2	0.89	15	24	11	-10	1	0.85
NC(=O)C1CCN(Cc2nc(-c3cccs3)no2)CC1	0	0.96	8	8	4	-7	-4	0.92
Fc1ccc(CSc2nnc(-c3cnccn3)n2Cc2ccco2)cc1	2	1	-2	13	-2	-4	1	1
COc1cc(CCC(C)=O)ccc1OC(=O)c1c(F)cccc1Cl	-4	1	-5	5	-2	9	-4	1
Nc1nonc1-n1nnc(C(=O)N/N=C/c2ccc(OCc3ccccc3)cc2)c1COc1ccc(F)cc1	-7	1.1	7	-8	-10	3	-1	0.93
Cc1ccc(CN2CC(C(=O)Nc3ccc(S(=O)(=O)N4CCCCC4)cc3)CC2=O)cc1 (configuration not stated)	1	1.3	-7	5	-25	-14	26	1.1
Cc1nn(-c2ccccc2)c(N)c1C1(O)C(=O)N(C(C)C)c2ccccc21 (configuration not stated)	-4	1	-1	9	-4	-4	1	1
Cn1c(=O)c2c(nc(CN3CCC(C(N)=O)CC3)n2Cc2ccccc2F)n(C)c1=O	1	1	2	-6	-4	11	-2	0.98
Nc1nc(-c2cc3ccccc3o2)cs1	0	0.86	9	22	14	-6	3	0.91
O=C1c2cccnc2C(=O)N1Cc1ccc(S(=O)(=O)NCc2ccco2)s1	-3	1.1	3	-4	-10	4	4	0.97
COc1cc(C(C)=O)ccc1OCCCN1CCC(Cc2ccccc2)CC1	-6	0.94	0	5	6	-7	0	1
CCCCn1c(SCC(=O)NC2CC(C)(C)NC(C)(C)C2)nc2cc(S(N)(=O)=O)ccc21	-2	1	10	-13	-4	6	7	0.9
Cc1ccc(N2CC(C(=O)Nc3ccc(C)c(S(=O)(=O)N(C)C)c3)CC2=O)cc1 (configuration not stated)	4	0.9	-4	-5	10	-15	-1	1
CCN1CCN(CCCNC(=O)c2ccc(/C=C3/Oc4ccccc4N(Cc4cccc(C)c4)C3=O)cc2)CC1	1	1.3	4	-40	-30	-9	-2	0.96
O=C(COC(=O)c1ccc(Cl)cc1[N+](=O)[O-])NCc1ccco1	0	0.81	-8	-4	19	6	1	1.1
CC(=N\NC(=O)c1ccc([N+](=O)[O-])cc1)/C(=N/O)C(=O)Nc1ccccc1	-9	1.6	22	-23	-55	-3	1	0.78
CCN(CC)CCCn1c2c(c(SCC(=O)Nc3ccc(OC(F)(F)F)cc3)nc1=O)CCC2	-2	0.88	2	8	12	-12	0	0.98
Cc1n[nH]c(C)c1CNCc1c(C(=O)N2CCCCCCC2)nc2ccc(Cl)cn12	-7	0.99	-2	-12	1	12	2	1
COc1ccccc1N/N=C/c1c(CO)cnc(C)c1O	-5	1.2	10	10	-25	-10	-3	0.9
CN1CCN(C(=O)C2=C[C@@H](C3CC3)C[C@@H](OCc3ccc(CO)cc3)O2)CC1	-9	0.97	-3	6	3	6	-2	1
CCOC(=O)N1CCN(c2nc(-c3cccc(OC)c3)cc(C(F)(F)F)n2)CC1	5	0.96	5	34	4	-10	-5	0.95
Cc1cc(C)c(OCC(=O)OCC(=O)N(C)C2CCS(=O)(=O)C2)c(C)c1 (configuration not stated)	1	1.2	-4	-2	-16	3	-2	1
Cn1c(=NC(=O)COc2ccccc2)sc2ccccc21	-14	1.3	-3	11	-27	-6	2	1
CCCOc1ccccc1/C=N/NC(=O)C1CC1	-1	1.1	8	1	-13	-7	-2	0.93
CCc1cc2c(-c3ccccc3)cc(=O)oc2cc1OC(=O)c1cccs1	-3	0.88	12	9	12	-3	-1	0.88
CCCC(=O)c1cc(F)c(N2CCN(CCC#N)CC2)cc1C	-1	0.91	4	-16	9	-6	1	0.96
CCCP(=O)(CC(=O)N(CC)CC)c1ccccc1 (configuration not stated)	-8	1	3	-14	-1	-3	-4	0.97
CCOC(=O)c1c(NC(=O)COC(=O)Cc2c[nH]c3ccccc23)sc(C(=O)N(C)C)c1C	1	1.1	-1	22	-13	-12	-4	1
CCCCNC(=S)N/N=C/c1ccccc1F	-3	1.4	3	-2	-37	-2	-5	0.97
CC1CC(C)CN(S(=O)(=O)c2ccc3c(c2)oc(=O)n3CC(=O)NCc2cccnc2)C1 (configuration not stated)	4	1.3	-13	-2	-29	-3	-3	1.1
O=C(CCC(=O)N1CCOCC1)NCCc1ccc(Cl)cc1Cl	-6	0.84	4	4	16	-4	-3	0.95
O=C(O)/C=C\c1ccccc1Oc1ccc(F)cc1	9	1	5	-19	0	13	-1	0.95
COC(=O)c1sc(NC(=O)c2cc3c(s2)CCCC3)nc1C	8	1	2	-5	-1	-14	-1	0.98
COc1ccccc1-n1c(SCC(=O)O)nc2c(sc(=S)n2-c2ccc(C)c(C)c2)c1=O	0	1	7	30	0	-2	3	0.93
C=CCN1C(=O)C(Cc2ccc(F)cc2)S/C1=N/N=C/c1ccco1 (configuration not stated)	-8	0.94	1	6	6	2	-3	0.99
O=C(COC(=O)c1cccnc1Cl)NCCC1=CCCCC1	7	1.2	-6	-4	-15	4	-2	1.1
CCc1nnc(NC(=O)CN2C(=O)NC3(CCCC3)C2=O)s1	-6	0.87	1	2	13	-7	12	0.99
CCOC(=O)c1sc2nc(C)nc(N3CCN(S(=O)(=O)c4ccccc4)CC3)c2c1C	-1	1.1	11	46	-12	-16	-2	0.89
O=C(c1ccccc1NS(=O)(=O)c1ccc(F)cc1)N1CCCCC1	-8	1.2	-1	-8	-23	6	1	1
COc1ccc(NC(=O)c2cc(S(=O)(=O)N3CCCCC3)c[nH]2)cc1Cl	-1	1	5	-13	-4	9	-2	0.95
Cc1ccccc1C(=O)N1CCN(c2ccc(NC(=O)c3ccccc3[N+](=O)[O-])cc2)CC1	12	1	13	-11	-2	0	-3	0.87
CCOC(=O)C1CCCN(C(c2ccccn2)c2c(C)[nH]c3ccccc23)C1 (configuration not stated)	-8	0.89	-4	4	11	-2	-3	1
Fc1ccccc1NC(=S)NCCc1ccc(Cl)cc1	-1	0.86	-32	28	14	7	-4	1.3
CCc1ccc(S(=O)(=O)Nc2nnc(N)s2)cc1	-5	1.1	14	-7	-14	0	3	0.86
O=C(C1CCCN(S(=O)(=O)c2cccc3nonc23)C1)N1CCN(c2ccccc2)CC1 (configuration not stated)	10	1.2	6	0	-23	-13	-3	0.94

Screening results deposited in PubChem by Sanford-Burnham Center for Chemical Genomics.
